Hsp70 inhibitors = Hsp70 inhibitors, probe displacement, primary screen, biochemical, fluorescence polarization (AID 583); hit rate 0.06% among 140,000; Hsp70 fluorescence polarization probe displacement, mP; higher % means a stronger effect; Heat shock 70 kDa protein 1A (Homo sapiens); one-dose displacement, % at 20 µM; IC50 in µM for titrated hits; in the data active = displacement above about 50%;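 also: plate controls were vehicle for no effect and reference ligand for full effect; a part of the inactive calls stands beside numbers as strong as those of hits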
Rat MKP-3 inhibitors = MKP-3 phosphatase inhibitors, primary screen, biochemical, rat enzyme, in vitro (AID 425); Dual specificity protein phosphatase 6 (Rattus norvegicus); recombinant MKP-3 phosphatase activity, fluorescence; higher % means a stronger effect; one-dose inhibition, % at 20 µM; IC50 in µM for titrated hits; hit rate 0.17% among 110,000; in the data active = inhibition above about 50%;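 also: plate controls were vehicle for no effect and reference inhibitor for full effect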
* = called active by the depositor; nt = no result given; & = joins results of further samples.

Hsp70 inhibitors	Rat MKP-3 inhibitors	SMILES
-0.7%	nt	C=CCn1c(SCC(=O)NC(=O)NCCC)nnc1C1CCCCC1
1.2%	-12.5%	COCCSc1ccccc1C(=O)Nc1nnc(COC)s1
6.4%	nt	c1ccc(CCCNc2ncccn2)cc1
-1.1%	nt	O=C(N(Cc1ccccc1)c1ccccn1)C12CC3CC(CC(C3)C1)C2
3.9%	0.9%	Cc1c(OCC(F)(F)F)ccnc1CS(=O)c1nc2ccccc2[nH]1 (stereo not drawn)
1.7%	1.3%	COc1ccccc1/C=C(\C#N)C(=O)Nc1ccc(F)cc1
-1.2%	-2.6%	CC(=O)c1c(C)[nH]c(C(=O)Nc2cc(C)ccc2C)c1C
-5.4%	2.1%	C=C(C)COc1cc2oc(=O)c3c(c2cc1Cl)CCCC3
3.3%	-0.1%	O=C(Nc1ccc2c(c1)OCO2)C1CCN(C(=O)CSc2ncnc3ccccc23)CC1
0.5%	-4.9%	COC(=O)Cn1cnc2c(C#N)c3n(c2c1=O)CCCCC3

Hsp70 inhibitors	Rat MKP-3 inhibitors	SMILES
-2.0%	2.5%	CCOC(=O)C1CCCN(C(=O)c2cc3c(=O)n(C)c4ccccc4c3n2C)C1 (stereo not drawn)
-4.5%	nt	COc1ccc(NC(=O)C(CCSC)N2C(=O)c3ccccc3C2=O)cc1 (stereo not drawn)
-4.8%	nt	CC1(C)CC(=O)c2c(nn(-c3ccccc3)c2-c2ccncc2)C1
-4.1%	-0.5%	Cc1cc(C(F)(F)F)nn1CC(=O)Nc1ccc(Cl)cc1Cl
2.2%	-2.8%	CC1=NN(C(=O)c2cccc([N+](=O)[O-])c2)C(O)(c2ccc(Br)cc2)C1 (stereo not drawn)
-3.3%	4.7%	CCOc1cc(OCC)cc(C(=O)Nc2cccc(-c3nc4ncccc4o3)c2C)c1
0.2%	nt	O=C(NC(=S)Nc1nc2c(s1)CSc1ccccc1-2)c1ccccc1
2.1%&1.5%	-6.6%&-0.7%	CCOc1ccc(C(=O)N2CCN(Cc3ccccc3)CC2)cc1
3.5%	4.8%	O=C(Cc1coc(-c2ccc(F)cc2)n1)N1CCOCC1
3.5%	1.1%	O=C(CCC(=O)N/N=C/c1ccc(Cl)s1)N/N=C/c1ccc(Cl)s1

Hsp70 inhibitors	Rat MKP-3 inhibitors	SMILES
-1.6%	-3.6%	Cc1cnc(-c2nnc(N(C)C(=O)c3cnccn3)s2)cn1
-0.2%	0.1%	Clc1ccc(CSc2nnnn2-c2ccccc2)cc1
5.0%	-2.6%	OC(COc1ccc(Cl)cc1)CN1C2=NCCCN2c2ccccc21 (stereo not drawn)
6.2%	1.8%	CCc1ccccc1NC(=O)CSc1nnc([C@@H](N)Cc2ccccc2)o1
2.1%	-4.4%	O=C(NC1CCCC1)C1CC1c1ccccc1 (stereo not drawn)
-3.6%	3.4%	CC1(C)Cc2c(sc(NC(=O)C3(c4ccccc4)CCCC3)c2C#N)CO1
-2.4%	-4.6%	COc1ccc(OC)c(C2C(C#N)=C(N)Oc3c2c(C)nn3-c2cccc(Cl)c2)c1 (stereo not drawn)
0.7%	nt	CC1CCC/C(=N/Nc2ccc([N+](=O)[O-])cc2[N+](=O)[O-])C1 (stereo not drawn)
5.9%	-12.9%	O=C1OCCC1S(=O)(=O)c1ccc2ccccc2c1 (stereo not drawn)
nt	-0.3%	O=C(NCC1CCCO1)c1cc(-c2ccccc2)on1 (stereo not drawn)

3 compounds out of the list, arranged by heavy-atom count, descending.
Hsp70 inhibitors	Rat MKP-3 inhibitors	SMILES
5.0%	-2.6%	OC(COc1ccc(Cl)cc1)CN1C2=NCCCN2c2ccccc21 (stereo not drawn)
0.7%	nt	CC1CCC/C(=N/Nc2ccc([N+](=O)[O-])cc2[N+](=O)[O-])C1 (stereo not drawn)
nt	-0.3%	O=C(NCC1CCCO1)c1cc(-c2ccccc2)on1 (stereo not drawn)

Other structures.
Hsp70 inhibitors	Rat MKP-3 inhibitors	SMILES
1.4%&-0.7%	2.6%&0.6%	CCOC(=O)c1[nH]cnc1C(=O)N1CCOCC1
5.0%	nt	Cc1ccc(-n2nnnc2-c2cnn(-c3cccc(F)c3)c2C(F)(F)F)cc1
-7.9%	nt	CC(C)CSc1ncnc2c1oc1nc3c(cc12)COC(C)(C)C3
1.5%	nt	Cc1c(C#N)c(N=CN(C)C)c(C(=O)c2ccc(Br)cc2)n1-c1ccc(Cl)cc1
10.4%	nt	CS(=O)(=O)N(Cc1ccccc1)c1ccccc1C(=O)N1CCN(c2ccccc2)CC1
0.4%	-2.0%	CCOC(=O)/C(C#N)=C/c1ccc(OC)cc1OC
-1.1%	-7.9%	O=C(CNC(=O)c1ccco1)OCC(=O)c1ccccc1
-2.5%	3.5%	COc1ccc(Br)cc1CN1CCN(Cc2ccc([N+](=O)[O-])cc2)CC1
1.2%	1.8%	COC(=O)c1ccccc1NC(=O)c1cccc(F)c1
2.8%	-7.8%	CCC(c1nnnn1C1CCCC1)N1CCN(c2ccccc2)CC1 (stereo not drawn)

Hsp70 inhibitors	Rat MKP-3 inhibitors	SMILES
-4.5%	2.6%	O=[N+]([O-])c1ccc(Sc2nc3ccccc3s2)c(C(F)(F)F)c1
2.7%	1.6%	COc1ccc([N+](=O)[O-])cc1N(CC(O)CN1CCOCC1)S(=O)(=O)c1ccc(C)cc1 (stereo not drawn)
-0.9%	4.1%	COc1ccc(-c2cc(C(F)(F)F)n3nc(C(=O)NCc4ccco4)c(Cl)c3n2)cc1OC
-3.7%	nt	CCN(CC)C(=O)CSc1nnc(C2CCCCC2)o1
12.2%	7.5%	COc1cccc2c1NC(c1ccc(Br)cc1)C1CC=CC21 (stereo not drawn)
-1.7%	-1.5%	CC(Oc1cccc(Cl)c1)C(=O)Nc1ccc([N+](=O)[O-])cc1Cl (stereo not drawn)
2.1%	nt	CCOC(=O)/C=C1\SCC(=O)N1CC(=O)Nc1ccc(C(C)C)cc1
3.6%	1.6%	O=C(/C=C/c1ccccc1)Nc1nnc(-c2ccco2)s1
4.2%	0.7%	Cn1ccnc1SCC(=O)Nc1ncc([N+](=O)[O-])s1
5.6%	2.5%	CCOc1ccc(C2CC(c3ccc(F)cc3)n3ncnc3N2)cc1 (stereo not drawn)

Of the compounds above, 2 contain a thiophene ring, fused or not:
Hsp70 inhibitors	Rat MKP-3 inhibitors	SMILES
3.5%	1.1%	O=C(CCC(=O)N/N=C/c1ccc(Cl)s1)N/N=C/c1ccc(Cl)s1
-3.6%	3.4%	CC1(C)Cc2c(sc(NC(=O)C3(c4ccccc4)CCCC3)c2C#N)CO1

More records
Hsp70 inhibitors	Rat MKP-3 inhibitors	SMILES
-0.3%	-0.4%	COc1ccc2oc(C)c(C(O)c3ccccc3)c2c1 (stereo not drawn)
-1.1%	1.1%	COC(=O)c1ccccc1NC(=O)Cc1ccc(OC)c(OC)c1
nt	-2.8%	CCN(CC)S(=O)(=O)c1ccc(NC2c3ccccc3C(=O)N2CCN2CCOCC2)cc1 (stereo not drawn)
3.0%	-0.4%	CCOc1ccc(-n2ccnc2SCC(=O)Nc2nnc(C)s2)cc1
-0.9%	-5.2%	Cc1ccc(NC(=O)COc2ccc3ccccc3c2)cc1
-0.7%	2.8%	O=C(Nc1ccc(Cl)c(Cl)c1)c1ccc(Br)o1
-0.6%	9.8%	O=C(Cn1nc(-c2ccccc2)ccc1=O)NCc1ccc2c(c1)OCO2
-4.9%	nt	COc1ccc(S(=O)(=O)N(C)CC(=O)Nc2ccc3c(c2)OCO3)cc1
2.1%	3.0%	Brc1ccc(OCCOc2ccc(/C=N/n3cnnc3)cc2)cc1
-28.6%	-1.7%	CCN(CC)c1ccc(N=Cc2c(O)n(C)c(=S)n(C)c2=O)cc1

Hsp70 inhibitors	Rat MKP-3 inhibitors	SMILES
4.3%	3.4%	Cc1ccc(C(=O)c2cncc(Br)c2)cc1
4.4%	-0.4%	CCOC(=O)c1c(C)[nH]c(C(=O)COc2ccc3c(c2)OCO3)c1C
-0.4%	nt	CC(C)C(NC=C1C(=O)OC(C)(C)OC1=O)C(=O)O (stereo not drawn)
-3.9%	3.3%	O=C(NC(=S)Nc1ccccc1SC(F)(F)C(F)(F)C(F)(F)F)c1cccs1
-1.3%	-6.0%	Cc1ccc(CNc2ccc(N3CCOCC3)cc2)s1
0.5%	-18.4%	COc1cc(CNc2cccc(F)c2)cc(Br)c1O
1.0%	2.5%	COc1ccc(CN(Cc2nc3ccccc3c(=O)[nH]2)C(=O)NC2CCCCC2)cc1
-0.7%	-6.5%	CCCCC1CCC(/C(N)=N/O)CC1 (stereo not drawn)
3.8%	2.3%	CC(C)(C)C1CCc2c(sc3ncn(N)c(=N)c23)C1 (stereo not drawn)
0.5%	5.2%	Cc1cc(C)nc(Nc2nc3ccccc3s2)n1

Record cards (already shown). Screens in order: Hsp70 inhibitors | Rat MKP-3 inhibitors
COc1ccc(CN(Cc2nc3ccccc3c(=O)[nH]2)C(=O)NC2CCCCC2)cc1 across the screens: 1.0% | 2.5%
Cc1ccc(CNc2ccc(N3CCOCC3)cc2)s1 across the screens: -1.3% | -6.0%
CC(C)C(NC=C1C(=O)OC(C)(C)OC1=O)C(=O)O (stereo not drawn) across the screens: -0.4% | nt
CCOC(=O)c1c(C)[nH]c(C(=O)COc2ccc3c(c2)OCO3)c1C across the screens: 4.4% | -0.4%
CC(C)(C)C1CCc2c(sc3ncn(N)c(=N)c23)C1 (stereo not drawn) across the screens: 3.8% | 2.3%

Next section
Hsp70 inhibitors	Rat MKP-3 inhibitors	SMILES
-6.0%	-0.7%	O=C(Nc1cccnc1)c1cnn2c1NC(c1cccs1)CC2C(F)(F)F (stereo not drawn)
4.9%	-0.6%	O=C(NC(=S)Nc1ccc2oc(-c3ccc(Cl)c(Cl)c3)nc2c1)c1ccccc1
2.7%	-13.5%	c1ccc(-c2nc(CSc3nnc(-c4cccs4)o3)cs2)cc1
-2.1%	nt	Cc1ccccc1S(=O)(=O)c1c(C)cc(C)n(CC(C)C)c1=O
1.4%	1.2%	Cn1c(=O)c2c(nc(N3CCCC3)n2CC(O)CO)n(C)c1=O (stereo not drawn)
0.5%	-1.4%	O=C(c1ccc(Br)o1)N1CCN(c2ccccn2)CC1
0.1%	-1.4%	CC(C)C1C2=C(CC(C)(C)CC2=O)ON1c1ccccc1 (stereo not drawn)
-34.0%	nt	Cc1cc(/C=C2\C(=N)N3C(SCc4ccccc4)=NSC3=NC2=O)c(C)n1Cc1ccccc1
-2.6%	1.9%	N#CCCn1c(SCC(=O)c2c[nH]c3ccccc23)nc2ccccc21
-0.5%	-7.5%	O=C(CCCCCN1C(=O)CCC1=O)NCc1ccccc1

Hsp70 inhibitors	Rat MKP-3 inhibitors	SMILES
-0.2%	0.9%	Cc1ccc2nsnc2c1NC(=O)COc1ccc(Br)cc1
1.4%	2.5%	Cc1ccc(CNC(=O)C(C)Oc2ccc(Cl)cc2Cl)cc1 (stereo not drawn)
-2.0%&-0.9%	-2.9%&-0.6%	COc1ccccc1NC(=O)C1=C(C)NC(=O)NC1c1cccc(OC)c1OC (stereo not drawn)
3.5%	-12.2%	O=C(c1nc2ncccn2n1)N1CCN(c2ccc(F)cc2)CC1
8.2%	2.7%	O=C(Nc1ccc2nn(-c3ccc(F)cc3)nc2c1)c1ccc([N+](=O)[O-])cc1
-5.3%	-1.2%	CCOC(=O)c1cnn(C(=O)OCC)c1N
-4.6%	-2.5%	Cc1ccccc1-c1nnc(-c2ccc(Br)cc2)o1
0.0%	3.2%	CN1C(=O)C(=Cc2cccc(OCCOc3ccccc3)c2)C(=O)N(C)C1=O
0.0%	-1.7%	COc1ccccc1C(=O)O/C(=C/c1nc2ccccc2n1C)c1ccccc1OC
-3.3%	-2.9%	CCOC(=O)C1CCN(C(=O)Nc2cccc3ccccc23)CC1

Hsp70 inhibitors	Rat MKP-3 inhibitors	SMILES
2.3%	4.2%	Cc1cccc(NC(=O)/C(C#N)=C\c2ccc(OCC(=O)O)cc2)c1
3.5%	-3.2%	O=C(C1CCN(S(=O)(=O)c2cccc3nsnc23)CC1)N1CCc2ccccc21
-3.7%	0.1%	COc1ccccc1NC(=O)C(=O)N/N=C/c1cccc(OC)c1O
3.4%	3.8%	COC(=O)c1c(NC(=O)C2C3CCC(C3)C2C(=O)O)sc(C)c1-c1ccc(C)cc1 (stereo not drawn)
0.9%	-16.5%	COc1ccc(S(=O)(=O)Nc2cc(C)c(O)cc2C(C)C)cc1
3.0%	2.6%	CCCCN(C)Cc1c(O)ccc2c(-c3ccccc3)cc(=O)oc12
-1.1%	-8.5%	COC(=O)C1=C(N)Oc2cc(C)n(CCc3ccccc3)c(=O)c2C1c1cccnc1 (stereo not drawn)
-2.4%	2.3%	CC1(C)OC2C(C(=O)O)O[C@@H](n3cnc4c(N)ncnc43)C2O1 (stereo partly drawn)
0.9%	8.9%	CCc1ccccc1NC(=O)CN(c1ccccc1)S(=O)(=O)c1ccccc1[N+](=O)[O-]
1.2%	0.2%	OCCNc1cc(-n2nc(-c3ccccc3)cc2-c2ccccc2)ncn1

Hsp70 inhibitors	Rat MKP-3 inhibitors	SMILES
-2.5%	2.3%	CCn1ncc(C2=NOC(C(=O)Nc3c(C)nn(Cc4ccc(F)cc4)c3C)C2)c1C (stereo not drawn)
-0.6%	nt	CCOc1ccc(C(C)NC(=O)Nc2ccccc2C(=O)OC)cc1 (stereo not drawn)
0.2%	0.3%	O=C(Nc1ccccc1NC(=O)c1ccc(F)cc1)c1ccc(F)cc1
-1.6%	1.9%	CCC1CCCCN1Cc1c(O)ccc2c(=O)c(-c3ccccc3)coc12 (stereo not drawn)
-1.1%	5.0%	CCCCn1c(SCC(=O)Nc2nnc(C)s2)nnc1-c1ccoc1C

Screens deposited in PubChem BioAssay by Sanford-Burnham Center for Chemical Genomics.

Only part of the results is shown (hit frequency here may not be typical).
